Source: PubChem (several laboratories)
OX1R antag = OX1R (human) antagonism; O43613; OX1R-expressing cells, FRET antagonist read-out; inhibition, % at 6.6 µM; 1.8% of 330,000 active; AID 485270; in the data active = inhibition mostly above about 38%, no sharp cut-off; inactive = mostly below about 40%;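 note: 0% = agonist challenge alone and 100% = reference antagonist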
Target sequence (O43613 whole entry, looked up): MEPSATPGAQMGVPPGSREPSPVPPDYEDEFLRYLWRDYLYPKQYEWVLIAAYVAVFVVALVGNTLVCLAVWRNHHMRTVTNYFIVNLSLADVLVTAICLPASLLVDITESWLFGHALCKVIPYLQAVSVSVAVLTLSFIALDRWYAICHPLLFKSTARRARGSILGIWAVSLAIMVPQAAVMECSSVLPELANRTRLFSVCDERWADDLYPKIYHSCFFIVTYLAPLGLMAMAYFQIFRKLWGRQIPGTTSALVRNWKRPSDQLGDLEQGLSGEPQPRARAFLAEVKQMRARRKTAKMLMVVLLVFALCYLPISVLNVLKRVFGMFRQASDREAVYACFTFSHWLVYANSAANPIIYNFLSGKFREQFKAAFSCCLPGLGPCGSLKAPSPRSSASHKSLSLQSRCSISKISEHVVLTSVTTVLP
STK33 kinase inh = blocks human STK33 kinase activity | Q9BYT3 | 0.073% of 320,000 active | AID 2661 | purified STK33, MBP phosphorylation, ADP-Glo luminescence | inhibition, % at 10 µM;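 active = inhibition at or above 25%, using the most active replicate where run in duplicate; inactive = inhibition below 25%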
Target sequence (Q9BYT3 whole entry, looked up): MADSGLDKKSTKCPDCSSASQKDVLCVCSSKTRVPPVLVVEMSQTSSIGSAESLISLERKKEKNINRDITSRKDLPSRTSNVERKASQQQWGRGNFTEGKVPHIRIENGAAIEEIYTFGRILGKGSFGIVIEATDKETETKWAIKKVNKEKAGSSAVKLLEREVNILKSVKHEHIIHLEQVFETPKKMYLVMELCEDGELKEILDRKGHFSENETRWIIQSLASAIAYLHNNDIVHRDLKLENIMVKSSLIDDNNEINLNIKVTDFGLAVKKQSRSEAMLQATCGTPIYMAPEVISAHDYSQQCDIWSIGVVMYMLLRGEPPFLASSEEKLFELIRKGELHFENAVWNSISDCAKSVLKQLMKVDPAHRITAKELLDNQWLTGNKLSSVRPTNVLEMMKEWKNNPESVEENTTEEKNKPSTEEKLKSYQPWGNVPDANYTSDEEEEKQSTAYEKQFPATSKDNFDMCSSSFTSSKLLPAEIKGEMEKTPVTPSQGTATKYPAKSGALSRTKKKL
An asterisk follows results filed as active; . = not tested or not shown.

item	Molecule	OX1R antag	STK33 kinase inh
1	Cc1c(/C(O)=C2\C(=O)C(=O)N(CCN(C)C)C2c2ccccc2)cnn1-c1ccccc1 (configuration not stated)	16	-6.6
2	COc1ccc(OCC(O)CN(C)C(=O)C(C)Oc2ccccc2)cc1 (configuration not stated)	5	0.1
3	COc1ccc(OCC(=O)N2CCN(c3nnc(-c4ccc(C)cc4)c4ccccc34)CC2)cc1	12	-1.5
4	COCC(=O)Nc1ccccc1NC(C)=O	25	-0.6
5	Cc1ccc(C)c(OCCCCn2cnc3ccccc3c2=O)c1	-2	-1.0
6	CCOC(=O)c1c(C)[nH]c(C(=O)C(C)OC(=O)c2cccc(OCc3c(C)noc3C)c2)c1C (configuration not stated)	31	1.4
7	CN(C)C(=O)OCC1COc2ccccc2O1 (configuration not stated)	8	0.4
8	O=C(/C=C/c1ccco1)Nc1ccccc1N1CCOCC1	2	-0.9
9	C=CCNc1nc2c(c(=O)n(C)c(=O)n2C)n1CC	2	0.3
10	COc1ccc(S(=O)(=O)CCC(=O)Nc2c(C)cccc2C)cc1	4	-1.2
11	CCN(CC)S(=O)(=O)c1ccc(NC2CCN(Cc3ccccc3)CC2)nc1	12	0.0
12	COc1ccc(NCc2ccsc2)cc1	-5	-0.3
13	O=[N+]([O-])c1ccc(N/N=C\c2ccccc2OCc2ccccc2)cc1	18	-1.5
14	c1ccc(-c2nnc(-c3ccccc3)c(-c3c[nH]c4ccccc34)n2)cc1	32	2.2
15	Cc1ccc(C2c3sc(=O)[nH]c3SC3C4CC(C5C(=O)N(C(C)C(=O)O)C(=O)C45)C23)cc1 (configuration not stated)	2	-0.7
16	O=C(CSc1ccc(-c2ccccn2)nn1)Nc1nccs1	21	-0.1
17	O=[n+]1c2c(n([O-])c3cc(Br)ccc31)CCCC2	43	0.2
18	O=C(CN1C(=O)NC(CCc2ccccc2)C1=O)Nc1ccc(F)c(F)c1F (configuration not stated)	-3	-1.6
19	Cc1ccc2nc(SCC3CCCCO3)[nH]c2c1 (configuration not stated)	13	-1.3
20	Cc1oc(CN2CCOCC2)cc1C(=O)O	9	-0.6
21	CN(C)C(=O)c1cn(-c2ccccc2)c(=O)c2ccccc12	-6	-1.5
22	CNC(=O)[C@H](C)[C@@H]1C[C@@]1(C)[C@@H](NC(=O)OCc1ccccc1)c1ccccc1	35	0.4
23	CCCCS(=O)(=O)Nc1ccc2ncn(C)c(=O)c2c1	5	0.3
24	CCc1ccc(N(C(=O)c2csnn2)C(C(=O)NC2CCCCC2)c2ccncc2)cc1 (configuration not stated)	20	-0.9
25	C[C@H]1CN([C@@H](C)CO)C(=O)c2cccc(NC(=O)c3ccncc3)c2O[C@H]1CN(C)C(=O)Nc1ccccc1	9	-1.8
26	CCC(CO)Oc1cc(NC(=O)c2ccccc2)c2ncn(C(C)C)c2c1 (configuration not stated)	12	8.0
27	Cc1ccc2nc(/C(C#N)=C\c3cc(O)ccc3[N+](=O)[O-])[nH]c2c1	14	3.5
28	Cn1ccsc1=NC(=O)c1cccc(C#N)c1	11	1.2
29	COC(=O)c1sccc1NC(=S)Nc1ccccc1	10	-0.4
30	CNc1nc(Oc2ccc(C(=O)OC)cc2)nc(SC)n1	7	-1.1
31	CCOC(=O)C1C(=O)NC(N2CCN(Cc3ccccc3)CC2)=NC1c1ccccc1 (configuration not stated)	16	-1.2
32	Cc1cc(C)c(S(=O)(=O)N(C)CC(=O)NCCCn2ccnc2)c(C)c1	9	-2.9
33	COCCCn1c(C)nnc1SCc1ccc(C(C)(C)C)cc1	16	-0.5
34	COc1ccc(/C=C/C(=O)NCC2COc3ccccc3O2)cc1OC (configuration not stated)	30	0.6
35	CC(=O)N1c2ccc(S(=O)(=O)N3c4ccccc4CC3C)cc2CC1C (configuration not stated)	22	0.1
36	CCCCCn1nc(C)c2c(C)cc(=O)[nH]c21	30	-0.4
37	Cn1nnc(NC(=S)NC(=O)Cc2ccccc2)n1	18	-0.2
38	COc1ccc(-c2c(C)nn3c(NC4CCCC4)cc(C)nc23)cc1OC	16	-0.9
39	O=C1c2ccc([N+](=O)[O-])cc2C(=O)N1c1c[nH]c(=O)[nH]c1=O	23	-0.1
40	CC(C)N(CC#CC(O)(c1ccccc1)c1ccccc1)C(C)C	2	-1.8
41	CS(=O)(=O)N(CCc1ccccc1)CC(=O)N1CCc2ccccc2C1	19	-2.0
42	O=C(CNC(=O)OCc1ccccc1)NCC(=O)N1CCCC1C(=O)OCc1ccccc1 (configuration not stated)	27	-0.9
43	CCc1ccc(Nc2nnc(SCC(=O)NCCN3C(=O)CSC3=O)s2)cc1	15	-1.5
44	Cc1ccc(Nc2nnc(SCC(=O)c3cc4ccccc4o3)s2)cc1C	22	.
45	C=CCCCCCCCCC(=O)NN	19	-2.1
46	COC(=O)Oc1nsnc1N1CCOCC1	4	0.9
47	O=c1[nH]c(=O)n([C@H]2C[C@H](O)[C@@H](CO)O2)cc1F	16	-1.7
48	CSCCC(NC(=O)c1ccccc1Cl)C(=O)N(C)CC(=O)Nc1ccc(N2CCOCC2)cc1 (configuration not stated)	3	-1.7
49	COc1ccc(S(=O)(=O)Cc2ccc(C(=O)N3CCN(c4cccc(C)c4)C(C)C3)o2)cc1 (configuration not stated)	13	0.3
50	CCC(=O)NC(=S)Nc1cccc(NC(=O)c2ccccc2)c1	8	3.0

Next records follow.
item	Molecule	OX1R antag	STK33 kinase inh
51	O=C(COC(=O)CC12CC3CC(CC(Br)(C3)C1)C2)NC(=O)NCc1ccco1	6	-0.7
52	COc1ccc(CNC(=O)C(C)NCc2ccccc2Cl)cc1 (configuration not stated)	-10	1.7
53	COC(=O)c1ccccc1NC(=O)c1ccc(Cn2cc(Cl)cn2)o1	5	0.5
54	Cc1cccc(CN2C[C@]34C=C[C@@H](C[C@@H]3S2(=O)=O)O4)c1	12	0.1
55	CCCOC(=O)CCc1n[nH]c(=O)[nH]c1=O	22	-1.1
56	CN(Cc1ccccc1)S(=O)(=O)c1ccc(Cl)c(C(=O)O)c1	5	-2.7
57	CC(C(=O)NCCc1ccccc1)N1c2cccc3cccc(c23)S1(=O)=O (configuration not stated)	19	0.1
58	Cc1nc(C(=O)NCc2ccccc2)sc1C1(C)CC(c2ccccc2)=NO1 (configuration not stated)	3	1.5
59	CCC(Sc1nnc(C)s1)C(=O)Nc1nccs1 (configuration not stated)	18	-1.1
60	COc1ccc(CNc2nc3c(c(=O)[nH]c(=O)n3C)n2Cc2ccccc2C)cc1	10	-1.3
61	CCCOc1ccc(C2C(C(=O)c3ccc(C)o3)=C(O)C(=O)N2CCCn2ccnc2)cc1 (configuration not stated)	5	0.0
62	COc1ccc(OCC(=O)N2CCC(n3nccc3NC(=O)C3CC3)CC2)cc1	16	-0.4
63	COC(=O)CS(=O)(=O)c1ccsc1C(=O)Nc1ccc(F)cc1	18	-1.0
64	COc1ccc(CC(=O)OCC(=O)Nc2cccc(Cl)c2)cc1	25	.
65	CCOC(=O)c1c(NC(=O)c2ccco2)sc(C(=O)N2CCCC2)c1C	28	-0.8
66	CCOC(=O)N1CCC(NC(=O)c2cc(S(=O)(=O)NCCc3ccccc3)ccc2F)CC1	-2	-0.3
67	CCOC(=O)NCc1cc(-c2nn(C)c(=O)c3ccccc23)ccc1C	15	0.4
68	O=c1oc2ccccc2c(Nc2ccccc2)c1[N+](=O)[O-]	38	-0.6
69	COc1ccc(S(=O)(=O)N2CCOCC2)cc1NC(=O)COC(=O)C1COc2ccccc2O1 (configuration not stated)	8	0.2
70	COc1cc(NC(=O)c2cc(C)no2)cc(OC)c1OC	10	0.0
71	COc1ccccc1CNc1cc(CSc2ccc(Cl)cc2)nc(C)n1	19	-0.5
72	Cn1c(SCC(=O)NC2CCCC2)nnc1-c1ccncc1	-5	-1.5
73	COc1ccc(CNC(=O)C2CCN(S(C)(=O)=O)CC2)cc1	29	-2.0
74	N#Cc1c(-c2ccccc2)oc(=O)c2ccccc12	1	-1.1
75	COc1cccc(CN(C)C(=O)c2cc(-c3ccc(OC)c(OC)c3)nc3ccccc23)c1	.	-1.3
76	Cc1cc(C(=O)N2CCc3ccccc32)n(-c2ccccc2)n1	12	-1.2
77	O=C(O)Cc1ccc(NC(=O)c2cnccn2)cc1	17	-0.7
78	Cc1nnc(SCc2cccc([N+](=O)[O-])c2)o1	21	-1.1
79	O=C(NN=C1CCCC1)c1ccc([N+](=O)[O-])cc1	44	2.4
80	CC(NC(=O)c1ccc2c(c1)OCO2)C(c1cccs1)N1CCOCC1 (configuration not stated)	-3	0.2
81	Cc1cc(C)nc(SCCC(=O)Nc2ccccc2)n1	0	0.7
82	Cc1ccc(NC(=O)NC(=O)N(C2CCCCC2)S(=O)(=O)c2ccccc2)cc1	16	-0.7
83	Cc1cc(C)cc(C(=O)N2CCCCCC2)c1	11	3.3
84	Cc1cc(NC(=O)COC(=O)COc2ccc3c(c2)CCC3)no1	10	-2.9
85	C=C(C)CNC(=S)N/N=C\c1ccc2c(c1)OCO2	23	0.4
86	Cc1ccc(NC(=O)COc2ccc(-c3nnco3)cc2)cc1S(=O)(=O)N1CCOCC1	11	-1.5
87	Cc1ccc(C(=O)C2=C(O)C(=O)N(CCCN3CCOCC3)C23C(=O)N(C)c2ccccc23)o1 (configuration not stated)	7	-1.1
88	Cc1cccn2c(CNC3CCCc4ccccc43)c(C(=O)N3CCOCC3)nc12 (configuration not stated)	21	.
89	Cc1cc(/C=N\NC(=O)CC(=O)NC2CCCCC2)c(C)n1-c1ccc(Cl)c(Cl)c1	0	-0.3
90	Cc1ccccc1NC(=O)c1c([N+](=O)[O-])cnn1C	-5	0.6
91	Cc1onc(-c2c(F)cccc2Cl)c1C(=O)N1CCOC12CCCCC2	18	-0.6
92	Cc1ccccc1Nc1cccc2nonc12	-4	5.8
93	COC(=O)C1=C(N)Oc2cc(C)n(CC3CCCO3)c(=O)c2C1c1ccc(Cl)cc1 (configuration not stated)	22	0.2
94	Cc1ccc(OCCN2CCOCC2)cc1C	11	-0.8
95	O=C(COc1cccnc1[N+](=O)[O-])NCc1ccc2c(c1)OCO2	12	-0.8
96	CC(C)CN(CC(C)C)C(=O)C12CCC(C)(C(=O)C1)C2(C)C (configuration not stated)	26	-1.3
97	Cc1ccc(S(=O)(=O)NCC(=O)OCC(=O)c2ccc(Cl)s2)cc1	10	-0.7
98	Cc1ccc2nc3c(c(Nc4ccc(O)cc4)c2c1)CCC3	1	-2.0
99	C=Cc1ccc(C2=CC(=O)C[C@H](c3ccc(OC)cc3)C2)cc1	3	-0.6
100	Cc1ccc2c(Cl)cc(Cl)c(OCC(=O)N(C(C)C)C(C)C)c2n1	7	1.2

More compounds.
item	Molecule	OX1R antag	STK33 kinase inh
101	O=C(COc1ccc(F)cc1Br)N1CCc2ccccc21	12	-2.1
102	CCn1c2ccccc2c2cc(NC(=O)c3ccco3)ccc21	77*	1.8
103	COc1cccc(NC(=O)C(NC2CCCC2)c2ccccc2)c1 (configuration not stated)	20	-1.4
104	O=C(Oc1ccc(=O)n(-c2ccccc2)n1)c1cccc(Cl)c1	-1	4.8
105	Cc1cc(C)n(Cc2ccccc2F)c(=O)c1C#N	9	-0.7
106	O=C(/C(=N/O)n1cncn1)c1ccccc1Cl	31	-2.1
107	O=C(O)CC1(CC(=O)NCc2ccccn2)CCCCC1	10	-1.1
108	CCSc1nnc(NC(=O)C2CSC3(C)CCC(=O)N23)s1 (configuration not stated)	2	1.5
109	O=C(O)CCn1ccc2cc(S(=O)(=O)N3CCCCCC3)ccc21	9	-1.9
110	Cc1ccc(-c2nn(Cc3ccccc3)cc2C(=O)N2CCN(c3ccccn3)CC2)cc1	10	0.6
111	CC(C)[C@H](NC(=O)c1cccc(S(=O)(=O)N2CCOCC2)c1)C(=O)NCc1ccc(F)cc1	8	-0.1
112	CCN(CC)CC(=O)c1c(N)n(Cc2ccccc2)c(=O)n(C)c1=O	3	-0.8
113	COCCN=c1scc(-c2ccccc2)n1/N=C/c1c[nH]c2ccccc12	29	-0.9
114	COc1ccccc1NC(=S)NNC(=O)c1nn(C)c(C)c1Br	15	-0.9
115	COc1ccc(OC)c(C2=NOC(C(=O)N3CCN(c4ccccc4)CC3)C2)c1 (configuration not stated)	9	-0.2
116	COc1ccc(CCNC(=O)CSc2c[nH]c3ccccc23)cc1OC	20	0.1

Filtered by structure, the entries above with an aryl thioether with sulfur outside any ring
item	Molecule	OX1R antag	STK33 kinase inh
16	O=C(CSc1ccc(-c2ccccn2)nn1)Nc1nccs1	21	-0.1
19	Cc1ccc2nc(SCC3CCCCO3)[nH]c2c1 (configuration not stated)	13	-1.3
30	CNc1nc(Oc2ccc(C(=O)OC)cc2)nc(SC)n1	7	-1.1
33	COCCCn1c(C)nnc1SCc1ccc(C(C)(C)C)cc1	16	-0.5
43	CCc1ccc(Nc2nnc(SCC(=O)NCCN3C(=O)CSC3=O)s2)cc1	15	-1.5
44	Cc1ccc(Nc2nnc(SCC(=O)c3cc4ccccc4o3)s2)cc1C	22	.
59	CCC(Sc1nnc(C)s1)C(=O)Nc1nccs1 (configuration not stated)	18	-1.1
71	COc1ccccc1CNc1cc(CSc2ccc(Cl)cc2)nc(C)n1	19	-0.5
72	Cn1c(SCC(=O)NC2CCCC2)nnc1-c1ccncc1	-5	-1.5
78	Cc1nnc(SCc2cccc([N+](=O)[O-])c2)o1	21	-1.1
81	Cc1cc(C)nc(SCCC(=O)Nc2ccccc2)n1	0	0.7
108	CCSc1nnc(NC(=O)C2CSC3(C)CCC(=O)N23)s1 (configuration not stated)	2	1.5
116	COc1ccc(CCNC(=O)CSc2c[nH]c3ccccc23)cc1OC	20	0.1
